PNC inhibitor: blocks assembly of the perinucleolar compartment | hit rate 3.1% among 140,000 | PC3M PTB-GFP, PNC prevalence imaging, 16 h; active compounds read low | AID 2417 | activity change (PNC), negative = inhibition, % at 10 µM;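 active = readout at or below -70, meaning at least 70% loss of cells showing the perinucleolar compartment, a nuclear body marking cancer cells; inconclusive = readout between -30 and a set limit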;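 also: plate controls were DMSO wells for no effect and camptothecin positive control wells for full effect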
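Compounds are pinned in duplicate onto adhered PC3M cells stably expressing GFP-tagged PTB and incubated 16 h at 37 C. Cells are then fixed, nuclei stained with Hoechst, and PNC-positive cells counted.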
15-hLO-2 inh: blocks human 15-lipoxygenase 2 activity. hit rate 0.56% among 110,000. Potency, µM (top dose mostly 57.1 µM), inactives show at the top dose activity change, negative = inhibition, actives largely listed as inhibitors. O15296. purified 15hLO-2, xylenol orange hydroperoxide absorbance; also: potency is read from the fitted curve at half-maximal effect; nearly all actives have a fitted effect of over 60% in size; many of its hits are not listed in these tables
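Screening format was qHTS against 50 nM purified 15hLO-2 in Hepes pH 7.5 with detergent. Activity follows hydroperoxide formation from 45 uM arachidonic acid, measured as 573:405 nm absorbance ratio of the ferric-xylenol orange complex.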
IMPase cell inh: membrane-permeable compound that blocks inositol monophosphatase. CHO-M1 cells, IP1 accumulation, HTRF TR-FRET ratio. inhibition (IP1 accumulation), % at 46.1 µM. 120,000 tested, under 10 active. AID 901; active = well fitted curve in the direction sought with a large enough effect in the signal ratio, not every such curve was filed as active; inconclusive = small, poorly fitted or top-dose-only effect, or a change in a side signal; inactive = no such curve, though single readings can be large or run the other way; the % refers to the signal ratio;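 also: cells stimulated with carbachol in lithium chloride buffer; plate controls were DMSO basal wells for no effect and reference inhibitor wells for full effect; higher means more IMPase inhibition seen as more IP1 and lower FRET ratio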
Target sequence (P97697 whole entry, looked up): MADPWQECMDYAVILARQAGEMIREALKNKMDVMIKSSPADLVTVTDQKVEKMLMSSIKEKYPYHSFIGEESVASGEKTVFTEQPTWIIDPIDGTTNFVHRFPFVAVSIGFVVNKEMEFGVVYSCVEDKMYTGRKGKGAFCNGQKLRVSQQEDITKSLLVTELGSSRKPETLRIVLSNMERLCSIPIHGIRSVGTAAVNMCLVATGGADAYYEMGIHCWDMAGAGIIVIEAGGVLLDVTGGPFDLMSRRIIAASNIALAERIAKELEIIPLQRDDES
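CHO-M1, 2000 cells/well, cultured 16–30 h; cpd up to 46 uM; carbachol (50 uM solution, stimulation buffer w/ 50 mM LiCl, pH 7.4), 30 min 37C; IP-One TR-FRET, 10 min RT; Ex 320/Em 665, 620; Hill-fit AC50.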
ALOX12 inhib: blocks human 12-lipoxygenase activity. P18054. purified 12-hLO, xylenol orange hydroperoxide absorbance. Potency, µM (top dose mostly 57.1 µM), inactives show at the highest dose activity change, negative = inhibition, usual class: inhibitors. hit rate 0.12% among 150,000. AID 1452; also: potency is read from the fitted curve at half-maximal effect; nearly all actives have a fitted effect of over 55% in size; many of its hits are not listed in these tables
Target sequence (P18054 whole entry, looked up): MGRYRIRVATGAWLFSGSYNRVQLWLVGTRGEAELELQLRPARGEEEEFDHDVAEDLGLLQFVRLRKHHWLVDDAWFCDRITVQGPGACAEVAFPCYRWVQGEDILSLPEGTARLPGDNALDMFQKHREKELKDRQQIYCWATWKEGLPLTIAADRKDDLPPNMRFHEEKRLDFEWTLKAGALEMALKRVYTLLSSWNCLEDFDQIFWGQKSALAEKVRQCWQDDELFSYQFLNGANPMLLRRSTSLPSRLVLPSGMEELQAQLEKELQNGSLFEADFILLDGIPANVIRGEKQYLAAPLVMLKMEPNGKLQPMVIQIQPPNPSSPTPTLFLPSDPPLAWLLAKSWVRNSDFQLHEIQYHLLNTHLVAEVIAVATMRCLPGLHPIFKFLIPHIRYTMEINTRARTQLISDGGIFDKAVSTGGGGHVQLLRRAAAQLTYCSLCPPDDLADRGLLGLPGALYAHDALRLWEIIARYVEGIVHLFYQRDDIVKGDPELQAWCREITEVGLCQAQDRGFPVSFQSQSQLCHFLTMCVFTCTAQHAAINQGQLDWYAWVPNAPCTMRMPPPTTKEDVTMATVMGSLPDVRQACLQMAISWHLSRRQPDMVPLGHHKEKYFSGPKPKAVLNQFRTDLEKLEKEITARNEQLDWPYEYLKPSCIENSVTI
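Lipoxygenase turnover measured by absorbance at 573 and 405 nm after Fe-XO development. Human 12hLO 150 nM, arachidonate 40 uM, pH 7.0 Hepes buffer with detergent; 15 min compound preincubation, 30 min reaction.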
Starred values were filed as active, the others as inactive; [ ] = another dose, or the depositor's remark. Unless noted, calls follow the shape of the dose curve; as a rule, active = well fitted curve in the direction sought with a large enough effect; inconclusive = small, poorly fitted or top-dose-only effect, or another doubt; inactive = no such curve, though single readings can be large; an effect the other way counts as inactive or inconclusive. Unless noted, % is scaled to controls: 0 for no effect and ±100 for the full control effect. An excerpt; count on the stated rates, not on these rows.

O=C(NCc1ccco1)c1cc2n(n1)C(C(F)(F)F)CC(c1ccc(Cl)c(Cl)c1)N2 (stereo not given) was read as PNC inhibitor inconclusive, 15-hLO-2 inh -2%, IMPase cell inh 8 and ALOX12 inhib -4%.
CCN(CC)C(=O)CSc1nc2ccccc2c(=O)n1-c1cccc(OC)c1 was read as PNC inhibitor -9, 15-hLO-2 inh -3%, IMPase cell inh 6 and ALOX12 inhib -4%.
`CCS(=O)(=O)Nc1ccc(NC(C)=O)cc1` gave PNC inhibitor -22, 15-hLO-2 inh 1%, IMPase cell inh -7 and ALOX12 inhib 3%.
For Cc1nc(C(=O)Nc2ccccc2Cl)cc2c1[nH]c1ccccc12 the results were PNC inhibitor 21, 15-hLO-2 inh inconclusive, IMPase cell inh 3 and ALOX12 inhib -3%.
Cn1c(-c2ccc(Cl)cc2)cnc1NCc1cc2c(cc1[N+](=O)[O-])OCO2 was read as PNC inhibitor -13, IMPase cell inh -1 and ALOX12 inhib -8%.
Screening COc1ccc(CC(=O)OCC(=O)Nc2ccc3c(c2)OCCO3)cc1OC returned PNC inhibitor 24 and ALOX12 inhib -4%.
Screening CCOC(=O)c1c(N)n[nH]c1-c1ccccc1 returned PNC inhibitor 6, 15-hLO-2 inh 2%, IMPase cell inh -3 and ALOX12 inhib -3%.
Screening CCOC(=O)C(C)(C)Sc1nc2c(cnn2-c2ccc(C)cc2)c(=O)[nH]1 returned PNC inhibitor -2, IMPase cell inh inconclusive and ALOX12 inhib 0%.
Screening Cc1[nH]c(C)c2c(=O)n(-c3ccccc3)ncc12 returned PNC inhibitor 38, 15-hLO-2 inh 5%, IMPase cell inh 3 and ALOX12 inhib -7%.
For O=C1CS/C(=C/C(=O)c2ccccc2)N1 the results were PNC inhibitor inconclusive, 15-hLO-2 inh -9%, IMPase cell inh -3 and ALOX12 inhib 1%.
Cc1cc(NC(=O)CSc2nc(-c3ccccc3)c(C#N)c(=O)[nH]2)no1 was read as PNC inhibitor inconclusive, 15-hLO-2 inh 1%, IMPase cell inh inconclusive and ALOX12 inhib 13%.
Screening Cc1cc(C)nc(N/N=C/c2ccccc2OCc2ccc(Br)cc2)n1 returned PNC inhibitor -19 and ALOX12 inhib 3%.
Screening Cc1ccc2nc3c(cc2c1)c(NS(=O)(=O)c1ccccc1)nn3CC(C)C returned PNC inhibitor -8, 15-hLO-2 inh 0%, IMPase cell inh 10 and ALOX12 inhib 5%.
Screening Cc1nccn1CCC(=O)O returned PNC inhibitor 3, 15-hLO-2 inh 5%, IMPase cell inh 1 and ALOX12 inhib -1%.
`Cc1cc(C)nc(N2CCCC(C(=O)Nc3ccc4c(c3)OCO4)C2)n1` (stereo not given) gave PNC inhibitor 4, 15-hLO-2 inh 2%, IMPase cell inh -1 and ALOX12 inhib -3%.
For O=C(Cn1nc(-c2ccccc2)c2ccccc2c1=O)Nc1ccccn1 the results were PNC inhibitor 28, 15-hLO-2 inh 8%, IMPase cell inh -11 and ALOX12 inhib 0%.
For Cc1cc(C(=O)OCC(=O)N2CCN(C(=O)c3ccco3)CC2)c(C)n1-c1ccc(F)cc1 the results were PNC inhibitor inconclusive, 15-hLO-2 inh -5%, IMPase cell inh -4 and ALOX12 inhib -2%.
Screening CC(C)CCn1c(N2CCC(C(N)=O)CC2)nc2c1c(=O)[nH]c(=O)n2C returned PNC inhibitor -1, 15-hLO-2 inh 1%, IMPase cell inh -3 and ALOX12 inhib -6%.
`Cc1cccc2nc(CSC(=N)N)c(Br)n12` gave PNC inhibitor -11, IMPase cell inh 4 and ALOX12 inhib -4%.
Screening CCNCCNC(=O)c1c(O)c2cccc3c2n(c1=O)CCC3 returned PNC inhibitor -21, 15-hLO-2 inh 16%, IMPase cell inh -4 and ALOX12 inhib -10%.
`COCCn1c(SCC(=O)c2[nH]c(C)c(C(C)=O)c2C)nc2ccccc21` gave PNC inhibitor 7, 15-hLO-2 inh -1%, IMPase cell inh 10 and ALOX12 inhib 0%.
For CC1(C)CC(=O)C=C(NCc2cccs2)C1 the results were PNC inhibitor 29, 15-hLO-2 inh -3%, IMPase cell inh 5 and ALOX12 inhib 1%.
`CCCOC(=O)c1ccc(-n2nnnc2SCC(=O)N2CCCCC2)cc1` gave PNC inhibitor 19, 15-hLO-2 inh -8%, IMPase cell inh 6 and ALOX12 inhib -3%.
For COc1ccc(OCC(=O)Nc2ccccc2OC(F)F)cc1 the results were PNC inhibitor 5, 15-hLO-2 inh 5%, IMPase cell inh 8 and ALOX12 inhib 0%.
`O=C(O)CCc1ccc(-c2ccc(F)cc2)n1Cc1ccco1` gave PNC inhibitor inconclusive, 15-hLO-2 inh -11%, IMPase cell inh 6 and ALOX12 inhib -6%.
CCOC(=O)N1CCC(NC(=O)C2CCN(c3ccc(N4CCOCC4)nn3)CC2)CC1 was read as PNC inhibitor -18, 15-hLO-2 inh 10%, IMPase cell inh 9 and ALOX12 inhib 0%.
CCN(CC)S(=O)(=O)c1c(Br)cc(C)cc1Br was read as PNC inhibitor 8, 15-hLO-2 inh -7%, IMPase cell inh 3 and ALOX12 inhib -3%.
`CCCCOC(=O)c1ccc(Nc2ccc([N+](=O)[O-])cn2)cc1` gave PNC inhibitor -24 and ALOX12 inhib -8%.
For Cc1cc(Nc2ccc(F)cc2)n2nc(C)nc2n1 the results were PNC inhibitor -29, 15-hLO-2 inh 12%, IMPase cell inh 8 and ALOX12 inhib 1%.
COC(=O)C1=C(C)NC2=C(C1c1ccc(O)cc1)S(=O)(=O)c1ccccc12 (stereo not given) was read as PNC inhibitor -28, 15-hLO-2 inh 1%, IMPase cell inh -1 and ALOX12 inhib 1%.
For O=C(CC12CCC(CC1)C2)NCc1ccc2c(c1)OCO2 the results were PNC inhibitor -1, IMPase cell inh 4 and ALOX12 inhib -5%.
CCC(O)C(C)(C)C (stereo not given) was read as 15-hLO-2 inh 0% and ALOX12 inhib 0%.
`CCn1cc(C(=O)N2CCN(Cc3ccc4c(c3)OCO4)CC2)c(=O)c2ccc(C)nc21` gave PNC inhibitor 17, 15-hLO-2 inh 1%, IMPase cell inh 2 and ALOX12 inhib 0%.
Screening O=C(CSc1nnnn1-c1cccc2ccccc12)N1CCOCC1 returned PNC inhibitor inconclusive, 15-hLO-2 inh -2%, IMPase cell inh 2 and ALOX12 inhib 1%.
Screening Oc1[nH]c2ccccc2c1N=Nc1ccc(F)cc1 returned PNC inhibitor inconclusive and ALOX12 inhib 2%.
COc1nccnc1NS(=O)(=O)c1ccc(N=Cc2c(C)[nH]n(-c3ccccc3)c2=O)cc1 was read as PNC inhibitor 18 and ALOX12 inhib 2%.
`CCCNC(=O)NS(=O)(=O)c1cnccc1Sc1ccc(Cl)c(Cl)c1` gave PNC inhibitor 25, 15-hLO-2 inh -18%, IMPase cell inh 11 and ALOX12 inhib -4%.
CCc1nnc(NC(=O)c2ccc(S(=O)(=O)N3CCOCC3)cc2)s1 was read as PNC inhibitor -11, 15-hLO-2 inh -5%, IMPase cell inh 4 and ALOX12 inhib 1%.
CCC1CCCCN1C(=O)CSc1nnc(-c2ccco2)o1 (stereo not given) was read as PNC inhibitor -14, IMPase cell inh inconclusive and ALOX12 inhib 3%.
For COc1ccc(C(=O)N[C@H](C(=O)NCC2CCCCC2)C(C)C)cc1 the results were PNC inhibitor inconclusive, 15-hLO-2 inh 3%, IMPase cell inh 7 and ALOX12 inhib 4%.
For O=C(Cc1coc2cc3c(cc12)CCC3)NCC1(N2CCCCC2)CCCCC1 the results were PNC inhibitor -11, IMPase cell inh 8 and ALOX12 inhib -4%.
For CC1(c2ccccc2)NC(=O)N(Cc2ccc([N+](=O)[O-])cc2)C1=O (stereo not given) the results were PNC inhibitor 8, IMPase cell inh 0 and ALOX12 inhib -2%.
`CCOC(=O)c1cnn2cc(-c3[nH]ncc3[N+](=O)[O-])cnc12` gave PNC inhibitor 0 and ALOX12 inhib -4%.
CN(C)c1ccc(NC(=O)Nc2cccc(Cl)c2)cc1 was read as PNC inhibitor -14, 15-hLO-2 inh inconclusive, IMPase cell inh 4 and ALOX12 inhib 0%.
`COc1ccc(-n2ncc3c(NCc4cccs4)ncnc32)cc1` gave PNC inhibitor 16, 15-hLO-2 inh 11%, IMPase cell inh -3 and ALOX12 inhib -21%.
For Clc1ccccc1Sc1cnc2ccccc2n1 the results were PNC inhibitor -1, 15-hLO-2 inh 13%, IMPase cell inh inconclusive and ALOX12 inhib -14%.
For CSc1cccc(NC(=O)CSc2nnc(C)s2)c1 the results were PNC inhibitor 18, IMPase cell inh -8 and ALOX12 inhib 4%.
`O=C(COc1ccc(/C=N/NS(=O)(=O)c2ccccc2)cc1)NCc1ccccc1` gave PNC inhibitor inconclusive, 15-hLO-2 inh -10%, IMPase cell inh 3 and ALOX12 inhib 5%.
For O=C(Cc1cc(=O)[nH]c(=O)[nH]1)N1CCC(Cc2ccccc2)CC1 the results were PNC inhibitor 45, IMPase cell inh -12 and ALOX12 inhib 5%.
Screening Nc1nc(Nc2cccc3ccccc23)nc(C2CCCC2=O)n1 (stereo not given) returned PNC inhibitor -29, 15-hLO-2 inh 2%, IMPase cell inh 8 and ALOX12 inhib -2%.
`COc1nc(Nc2cccc(C(F)(F)F)c2)nc(OC)n1` gave PNC inhibitor -16, 15-hLO-2 inh 10%, IMPase cell inh 8 and ALOX12 inhib -5%.
COc1cc2c3nnc(-c4ccc(F)cc4)c-3cn(Cc3ccc(C)cc3)c2cc1OC was read as PNC inhibitor -17, 15-hLO-2 inh 13%, IMPase cell inh 1 and ALOX12 inhib inconclusive.
For O=C(NC12CC3CC(CC(C3)C1)C2)N1CCN(C(=O)C2CCCO2)CC1 (stereo not given) the results were PNC inhibitor -24, 15-hLO-2 inh -3%, IMPase cell inh inconclusive and ALOX12 inhib -1%.
For CCCc1nc2c(C)cc(-c3nc4ccccc4n3C)cc2n1Cc1ccc(-c2ccccc2C(=O)O)cc1 the results were 15-hLO-2 inh 4% and ALOX12 inhib -3%.
`CN/S(=N/S(=O)(=O)c1ccccc1)c1ccc(C)cc1` (stereo not given) gave PNC inhibitor 20, 15-hLO-2 inh 2%, IMPase cell inh 5 and ALOX12 inhib -1%.
`COc1ccc2nc(-c3ccccc3)[nH]c2c1` gave PNC inhibitor 15, 15-hLO-2 inh 2%[2.29 µM], IMPase cell inh -6 and ALOX12 inhib 0%.
Screening Cc1nnc(N(CCC#N)CCC#N)s1 returned PNC inhibitor 39, 15-hLO-2 inh -1%, IMPase cell inh -7 and ALOX12 inhib -2%.
`Cc1ccc(C(=O)Nc2cccc(C(=O)NCc3ccco3)c2)cc1` gave PNC inhibitor 13, 15-hLO-2 inh -5%, IMPase cell inh 7 and ALOX12 inhib 35%[activator].
`O=C(COC(=O)c1ccc(S(=O)(=O)Nc2ccccc2)cc1)NCCN1C(=O)CSC1=O` gave PNC inhibitor inconclusive, 15-hLO-2 inh 5%, IMPase cell inh -2 and ALOX12 inhib -6%.
`CC(=O)NC(C(=O)c1ccccc1)C(=O)c1ccccc1` gave PNC inhibitor 36 and ALOX12 inhib -2%.
`O=c1cc[nH]c2cc(Cl)ccc12` gave PNC inhibitor 36 and ALOX12 inhib 2%.
For COc1cc(C(=O)N(Cc2cc3ccccc3[nH]c2=O)CC2CCCO2)cc(OC)c1OC (stereo not given) the results were PNC inhibitor 37, 15-hLO-2 inh -1%, IMPase cell inh 7 and ALOX12 inhib -2%.
Screening COc1ccc(C2/C(=C(/O)c3ccccc3)C(=O)C(=O)N2c2ncccn2)cc1OC (stereo not given) returned PNC inhibitor 35 and ALOX12 inhib -5%.
`COc1ccccc1CC(=O)NN1C(=O)c2ccccc2C1=O` gave PNC inhibitor inconclusive and ALOX12 inhib -5%.
Screening CCCCC(=O)Nc1cccc(-c2nn3c(C)nnc3s2)c1 returned PNC inhibitor 44, 15-hLO-2 inh 1%, IMPase cell inh 5 and ALOX12 inhib 2%.
